# Source: PubChem (several laboratories)
# Mcl1 Noxa PPI: disrupts binding of human Mcl-1 to Noxa peptide; TR-FRET Mcl-1/Noxa peptide binding, 2 h; inhibition, % at 21.7 µM; actives 1.5% (n = 220,000);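 active = compounds that cut the protein-peptide binding signal by more than 50% relative to plate controls in a single-dose test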;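 also: His-tagged Mcl-1 with rhodamine Noxa BH3 peptide and terbium anti-His antibody; 0% = Mcl-1 plus Noxa peptide wells and 100% = peptide-only wells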
# Target sequence (Q07820 whole entry, looked up): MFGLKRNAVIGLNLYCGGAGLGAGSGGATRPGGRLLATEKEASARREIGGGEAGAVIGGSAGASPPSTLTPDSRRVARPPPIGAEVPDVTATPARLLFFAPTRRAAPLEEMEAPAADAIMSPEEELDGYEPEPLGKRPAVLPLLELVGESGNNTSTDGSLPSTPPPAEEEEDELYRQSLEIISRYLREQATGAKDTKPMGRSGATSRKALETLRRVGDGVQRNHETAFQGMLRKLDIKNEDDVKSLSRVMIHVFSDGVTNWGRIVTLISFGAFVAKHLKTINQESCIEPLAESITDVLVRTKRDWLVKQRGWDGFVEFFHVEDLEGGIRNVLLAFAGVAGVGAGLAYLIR
# Mcl1 Bid PPI: disrupts binding of human Mcl-1 to Bid peptide; actives 0.97% (n = 220,000); Q07820; inhibition, % at 21.7 µM; TR-FRET Mcl-1/Bid-Dy647 peptide binding, 1536-well;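 active = compounds that cut the binding signal by more than half at the single screening dose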;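 also: His-tagged Mcl-1 with europium anti-His antibody binding Bid BH3 peptide; 0% = Mcl-1 plus peptide wells and 100% = peptide-only wells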
# Bim-Bcl-W: human Bim-Bcl-W interaction inhibition; Q92843; bead-based flow cytometry, Bim peptide-Bcl-W binding; inhibition, % at 10 µM; actives 0.02% (n = 190,000); AID 952;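 also: 0% = bound tracer without compound and 100% = peptide blocker; higher means less fluorescent Bim peptide bound to Bcl-W beads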
# RGS7-Gao: regulators of human RGS7-Galphao interaction; P09471; Multiplexed bead flow cytometry, RGS7-Galphao binding; actives lie on both sides; binding response (% of control), % at 10 µM; actives 0.35% (n = 220,000); in the data active = binding response below about 49% or above about 150%; inconclusive = no clear call, values can overlap the other calls; inactive = in between;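 also: fluorescent Galphao held in activated GDP-AlF4 state binding bead-coupled RGS7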
# Target sequence (P09471 whole entry, looked up): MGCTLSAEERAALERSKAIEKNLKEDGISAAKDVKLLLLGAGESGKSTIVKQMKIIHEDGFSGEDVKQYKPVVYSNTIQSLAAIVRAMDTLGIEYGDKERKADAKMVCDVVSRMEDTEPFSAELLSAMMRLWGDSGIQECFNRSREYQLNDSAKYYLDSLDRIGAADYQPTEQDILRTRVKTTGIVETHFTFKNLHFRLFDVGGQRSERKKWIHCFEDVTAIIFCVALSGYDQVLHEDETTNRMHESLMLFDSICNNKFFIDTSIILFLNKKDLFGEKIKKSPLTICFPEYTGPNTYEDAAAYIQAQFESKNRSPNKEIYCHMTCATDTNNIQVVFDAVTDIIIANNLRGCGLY
# Bcl-XL Bim block: inhibitors of Bim-Bcl-XL interaction, human; Q07817; Bim peptide-Bcl-XL binding, bead flow cytometry, fluorescence; inhibition, % at 10 µM; actives 0.04% (n = 190,000)
# Bcl-2 Bim block: inhibitors of Bim-Bcl-2 interaction, human; inhibition, % at 10 µM; Bead-based flow cytometry, Bim peptide-Bcl-2 binding; actives 0.06% (n = 190,000); in the data active = inhibition above about 40%; inconclusive = no clear call, values can overlap the other calls;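 also: 0% = no compound wells with probe peptide and 100% = reference peptide inhibitor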
# RGS8-Gao reg: human RGS8-Galphao interaction regulation; response (percent of control binding), % at 10 µM; actives 0.34% (n = 220,000); multiplexed bead flow cytometry, RGS8-Galphao binding; actives lie on both sides; P09471; in the data active = response below about 60% or above about 140%; inactive = in between;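 also: Galphao activated as the GDP aluminium fluoride complex binding bead-coupled RGS8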
# Bim-Bfl-1: disrupts Bim binding to human Bfl-1. Bead-based flow cytometry, Bim-Bfl-1 binding inhibition. inhibition, % at 10 µM. actives 0.12% (n = 190,000). AID 1008;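 also: 0% = wells without compound plus tracer and 100% = blocker peptide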
# RGS4-Gao reg: human RGS4-Galphao interaction regulation. Multiplexed bead flow cytometry, RGS4-Galphao binding; actives lie on both sides. binding response (% of control), % at 10 µM. AID 1415. actives 0.33% (n = 220,000); in the data active = binding response below about 49% or above about 150%; inactive = in between;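 also: fluorescent Galphao activated with aluminum fluoride binding bead-coupled RGS4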
# Bim-Bcl-B: human Bim-Bcl-B interaction inhibition; Q9HD36; bead-based flow cytometry, Bim peptide-Bcl-B binding; inhibition, % at 10 µM; actives 0.073% (n = 190,000); AID 951;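 also: 0% = tracer peptide without compound and 100% = reference inhibitor peptide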
# Target sequence (Q9HD36 whole entry, looked up): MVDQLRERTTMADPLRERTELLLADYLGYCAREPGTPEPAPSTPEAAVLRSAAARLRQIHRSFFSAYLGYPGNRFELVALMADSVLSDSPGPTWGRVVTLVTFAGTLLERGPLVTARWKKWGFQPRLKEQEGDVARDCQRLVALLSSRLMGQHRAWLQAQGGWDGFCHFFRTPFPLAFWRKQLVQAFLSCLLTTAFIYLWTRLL
# Bim-Mcl-1: inhibitors of Bim-Mcl-1 interaction, human | Q07820 | Bead-based flow cytometry, Bim peptide-Mcl-1 binding | inhibition, % at 10 µM | actives 0.1% (n = 190,000) | AID 1009;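 also: 0% = no compound tracer wells and 100% = peptide blocker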
# * = called active by the depositor; ? = inconclusive; / = no result given. Rule as the data show it, unless noted: active = inhibition above about 40%.
# The first 2 records, to show the layout:
nr	mol	Mcl1 Noxa PPI	Mcl1 Bid PPI	Bim-Bcl-W	RGS7-Gao	Bcl-XL Bim block	Bcl-2 Bim block	RGS8-Gao reg	Bim-Bfl-1	RGS4-Gao reg	Bim-Bcl-B	Bim-Mcl-1
1	CC(C)CCNC(=O)CN(CC1CCCO1)C(=O)CCC(=O)Nc1ccccn1 (centres undefined)	7	-7	0	95	-2	0	102	1	103	0	-2
2	Cc1ccc(/C=C/C(=O)Nc2ncc(C)s2)o1	27	-12	-3	90	-9	-2	91	-1	95	-5	-10

# The list itself, previewed entries included:
nr	mol	Mcl1 Noxa PPI	Mcl1 Bid PPI	Bim-Bcl-W	RGS7-Gao	Bcl-XL Bim block	Bcl-2 Bim block	RGS8-Gao reg	Bim-Bfl-1	RGS4-Gao reg	Bim-Bcl-B	Bim-Mcl-1
1	CC(C)CCNC(=O)CN(CC1CCCO1)C(=O)CCC(=O)Nc1ccccn1 (centres undefined)	7	-7	0	95	-2	0	102	1	103	0	-2
2	Cc1ccc(/C=C/C(=O)Nc2ncc(C)s2)o1	27	-12	-3	90	-9	-2	91	-1	95	-5	-10
3	CN(C)c1ccc(NC(=O)/C=C/c2c(Cl)cccc2Cl)cc1	83*	9	-8	98	-7	-8	99	-8	98	-11	-8
4	COc1ccc(NC(=O)N2CCC(NC(=O)c3ccco3)CC2)cc1	10	-14	0	114	0	-5	102	-3	102	0	0
5	O=C(c1ccc(Br)cc1)N(C1=NCCCCS1)c1ccccc1	8	1	-2	106	-5	-8	102	-14	102	-9	-5
6	O=C(COC(=O)c1ccccc1Br)NCCc1ccc(F)cc1	16	8	-4	98	-3	-1	87	0	98	-7	-4
7	N#C/C(=C\c1ccco1)C(=O)NCc1ccccc1	9	-5	0	101	-3	-2	104	-11	103	-10	-1
8	Cc1ccc(S(=O)(=O)N(C)CCCC(=O)Nc2ccc(C)cc2C)cc1	16	-11	-4	101	-4	-10	101	-12	102	-5	-2
9	COCCNC(=O)C(OC(=O)c1ccco1)c1ccccc1OC (centres undefined)	20	-32	-4	102	-9	-2	96	-6	103	-4	-8
10	CSc1ccc(/C=N/NC(=O)c2sccc2C)cc1	-10	-6	0	99	-3	0	103	-2	101	-1	-3
11	CC1=C(C(=O)Nc2ccccc2F)C(c2ccsc2)C2=C(CC(c3ccccc3)CC2=O)N1 (centres undefined)	-4	-46	-3	102	0	1	102	-1	103	1	-1
12	O=C(COc1ccc(/C=N/NC(=O)c2cc3ccccc3o2)cc1Br)Nc1ccccc1	2	82*	-5	100	-5	-1	101	-1	96	-7	0
13	c1ccc(OCc2nc(-c3ccccc3)no2)cc1	4	-10	0	100	-8	-8	99	-10	94	-10	0
14	COc1ccc(Cl)cc1N(CC(=O)Nc1cccc(SC)c1)S(C)(=O)=O	11	-36	0	100	-4	-3	102	-2	102	-3	0
15	O=C(O)C1CCCCC1C(=O)Nc1ccccc1C(=O)N1CCN(c2ccc(F)cc2)CC1 (centres undefined)	11	-36	-2	104	-6	0	104	0	106	-5	-3
16	Cc1ccccc1-n1c(=O)n(CCc2ccccc2)c(=O)c2[nH]cnc21	3	-3	/	?	/	/	101	/	96	/	/
17	O=C(NCC1CCCO1)/C(=C\c1ccco1)NC(=O)c1ccc(Cl)cc1 (centres undefined)	-15	-20	-2	116	-2	-1	91	0	99	-5	-6
18	COc1cc(/C=N/NC(=O)COc2c(C)cc([N+](=O)[O-])cc2C)ccc1OC(=O)c1ccccc1	-1	-24	-1	96	-5	-2	105	0	101	-6	-5
19	CCOC(=O)N1CCN(C(=O)c2ccc(OC)c(S(=O)(=O)N3CCOCC3)c2)CC1	3	-13	-1	93	-2	-1	92	-1	86	0	2
20	COc1ccc(-n2nnnc2SCC(=O)N2C(C)CCCC2C)c(OC)c1 (centres undefined)	-5	7	0	100	-11	-7	102	-13	103	-9	-3
21	Cc1ccc(OCC(=O)NCc2ccco2)cc1C	18	-12	0	100	-1	-5	99	-9	99	-6	1
22	Cc1ccc(S(=O)(=O)Nc2cc(=O)[nH]c3c2CCC3)cc1	12	-19	/	?	/	/	104	/	104	/	/
23	CSc1ncccc1C(=O)NCCc1ccc(Cl)cc1	0	-10	-1	99	-1	1	105	-3	103	-3	1
24	CCCC(O)(CCN1CCOCC1)c1ccc(Br)cc1 (centres undefined)	13	5	1	106	0	0	108	0	109	-1	0
25	C#CCOCCOCCOCCNc1nc(N2CCN(C(=O)[C@H]([C@@H](C)CC)n3cc(CCC(=O)O)nn3)CC2)nc(N2CCN(C(=O)[C@H](C)n3cc(CCCN=C(N)N)nn3)CC2)n1	10	7	-2	102	-6	-4	103	-4	102	-11	-5
26	Cc1ccc(N/C(N)=N/c2nc(C)cc(N3CCCCC3)n2)c(C)c1	2	2	-3	?	-5	-3	102	-5	97	-8	-2
27	CCCC(=O)N1CCN(c2nc(CC(C)C)c3c(c2C#N)CCC3)CC1	-4	7	-4	100	-5	-2	99	-1	98	-5	-3
28	CN1CCc2c(sc3c2c(NCc2ccco2)nc2nnnn23)C1	8	8	18	99	14	5	96	-1	97	20	5
29	Cc1c(Cl)cccc1NC(=O)c1cccc(NC(=O)CCC(=O)O)c1	4	-12	4	97	1	-4	101	-8	107	-7	-1
30	CC(=O)c1cc(CN2CCC(N3CCC(C(=O)NC(C)C)CC3)CC2)cs1	9	-27	-2	98	-3	-2	102	-6	100	-4	-2
31	Cc1ccnc(NC(=O)CCC(=O)N(CC(=O)NCC2CCCO2)Cc2ccc(F)cc2)c1 (centres undefined)	-12	-31	2	101	-8	-4	102	-9	104	-5	1
32	COCCN(C(=O)CN1CCCc2ccccc21)c1c(N)n(Cc2ccccc2)c(=O)[nH]c1=O	14	-43	-1	100	-6	-10	105	-10	103	-9	-3
33	Cc1ccc2nc(N=C(N)N)nc(C)c2c1	-11	-25	0	?	1	-2	103	-3	103	-1	1
34	Cc1c(NC(=O)CSc2nnc(-c3ccncc3)o2)c(=O)n(-c2ccccc2)n1C	9	3	-5	102	0	-1	103	-6	101	-4	-6
35	O=C(Nc1cnccn1)Nc1cccc(Cl)c1Cl	-12	4	-6	97	-4	2	101	-3	98	-4	-2
36	CCc1c(C)sc(NC(=O)c2cccs2)c1C(N)=O	3	-29	6	134	0	0	85	28	86	-25	-3
37	CC(C)(C)CC(=O)O/N=C(\N)c1ccccn1	-6	85*	-4	105	-8	-3	104	-6	106	-9	-6
38	Cc1ccc(C(=O)Nc2cc(Cl)ccc2Oc2ccccc2)cc1[N+](=O)[O-]	14	-3	-5	99	-6	-6	99	-15	97	-5	-5
39	NCCCCCc1nnc(SC/C=C/c2ccccc2)o1	11	-1	0	99	-6	-3	100	-9	103	-7	0
40	CCN(CC)CCn1c(=S)[nH]c2ncccc2c1=O	14	-26	0	102	-3	-9	102	-17	101	-3	0

# A run of entries from the list above, for reference:
nr	mol	Mcl1 Noxa PPI	Mcl1 Bid PPI	Bim-Bcl-W	RGS7-Gao	Bcl-XL Bim block	Bcl-2 Bim block	RGS8-Gao reg	Bim-Bfl-1	RGS4-Gao reg	Bim-Bcl-B	Bim-Mcl-1
28	CN1CCc2c(sc3c2c(NCc2ccco2)nc2nnnn23)C1	8	8	18	99	14	5	96	-1	97	20	5
29	Cc1c(Cl)cccc1NC(=O)c1cccc(NC(=O)CCC(=O)O)c1	4	-12	4	97	1	-4	101	-8	107	-7	-1
30	CC(=O)c1cc(CN2CCC(N3CCC(C(=O)NC(C)C)CC3)CC2)cs1	9	-27	-2	98	-3	-2	102	-6	100	-4	-2
31	Cc1ccnc(NC(=O)CCC(=O)N(CC(=O)NCC2CCCO2)Cc2ccc(F)cc2)c1 (centres undefined)	-12	-31	2	101	-8	-4	102	-9	104	-5	1
32	COCCN(C(=O)CN1CCCc2ccccc21)c1c(N)n(Cc2ccccc2)c(=O)[nH]c1=O	14	-43	-1	100	-6	-10	105	-10	103	-9	-3
33	Cc1ccc2nc(N=C(N)N)nc(C)c2c1	-11	-25	0	?	1	-2	103	-3	103	-1	1
34	Cc1c(NC(=O)CSc2nnc(-c3ccncc3)o2)c(=O)n(-c2ccccc2)n1C	9	3	-5	102	0	-1	103	-6	101	-4	-6
35	O=C(Nc1cnccn1)Nc1cccc(Cl)c1Cl	-12	4	-6	97	-4	2	101	-3	98	-4	-2
36	CCc1c(C)sc(NC(=O)c2cccs2)c1C(N)=O	3	-29	6	134	0	0	85	28	86	-25	-3
37	CC(C)(C)CC(=O)O/N=C(\N)c1ccccn1	-6	85*	-4	105	-8	-3	104	-6	106	-9	-6
38	Cc1ccc(C(=O)Nc2cc(Cl)ccc2Oc2ccccc2)cc1[N+](=O)[O-]	14	-3	-5	99	-6	-6	99	-15	97	-5	-5
39	NCCCCCc1nnc(SC/C=C/c2ccccc2)o1	11	-1	0	99	-6	-3	100	-9	103	-7	0

# Next section:
nr	mol	Mcl1 Noxa PPI	Mcl1 Bid PPI	Bim-Bcl-W	RGS7-Gao	Bcl-XL Bim block	Bcl-2 Bim block	RGS8-Gao reg	Bim-Bfl-1	RGS4-Gao reg	Bim-Bcl-B	Bim-Mcl-1
41	O=C(O)c1ccc(CSc2nnc(-c3ccccc3Cl)n2-c2ccccc2)cc1	5	-11	0	101	-2	1	101	-3	103	0	1
42	CN(C)c1nccc(NCc2ccccc2)c1C#N	16	28	0	98	-1	0	102	1	103	0	0
43	O=[N+]([O-])c1cc(S(=O)(=O)Nc2cccc(Cl)c2)ccc1N=Nc1c(O)[nH]c2ccccc12	71*	33	2	94	6	-2	100	-4	99	0	2
44	O=S(=O)(c1ccccc1)N1CCN=C1SCc1ccccc1Cl	-10	-1	-3	98	-2	-4	102	-4	102	-3	-3
45	Cc1ccc(-c2nc(C3CCN(S(=O)(=O)c4ccc(C(C)(C)C)cc4)CC3)no2)cc1	11	-17	0	96	4	4	96	1	93	2	-1
46	O=C(Nc1ccc(N2CCN(C(=O)c3ccco3)CC2)cc1)c1ccc2c(c1)OCO2	3	-12	0	104	-7	-5	101	-11	101	-6	-1
47	COc1ccc(OCc2nnc(SCC(N)=O)n2-c2ccccc2OC)cc1	-10	-42	0	96	-4	-4	97	-11	96	-5	0
48	O=C(O)c1cccc(-c2nc3ccccc3[nH]2)c1	18	22	-4	97	-5	-3	100	-4	104	-4	-7
49	COc1ccc(NC(=O)CCC(=O)N/N=C/c2ccncc2)cc1	0	11	/	?	/	/	98	/	94	/	/
50	CCOC(=O)c1c(C)n(C)c2ccc(OCC(O)CN(CC)CC)cc12 (centres undefined)	-18	-11	2	98	-1	-4	102	-9	101	-2	1
51	COc1ccc(C(=O)N/N=C/c2cc(Br)ccc2O)cc1OC	-79	-129	/	?	/	/	88	/	83	/	/
52	COC(=O)Nc1nn(Cc2ccccc2F)cc1Br	-2	-4	-3	96	-11	-12	98	-16	97	-12	-6
53	Cc1ccc(C)c(OCC(O)CN2CCCCC2C)c1 (centres undefined)	3	-7	2	96	1	-3	104	-1	102	0	0
54	O=C(O)Cn1cc(/C=c2/sc3nc4ccccc4n3c2=O)c2ccccc21	64*	-29	0	104	-1	-2	101	-2	105	2	0
